Compound activity (PubChem)
Insulin prom up – MIN6 insulin promoter up-regulation; 190,000 compounds, 0.3% hits; z-score at 5 µM; MIN6 insulin promoter-GFP reporter, high-content imaging; active compounds read high;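 active = z-score above 3 at 5 µM with at least 500 cells counted in the well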
Myeloid diff 2 – myeloid differentiation induction; ER-HoxA9 myeloid progenitors, lysozyme-GFP differentiation, flow cytometry; calls only at 10 µM; 360,000 compounds, 1% hits; AID 624256;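 active = normalized GFP-positive differentiation at or above the plate's own cutoff, the solvent-only control mean plus 3 SD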;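 also: cells exposed to compound for four days before flow analysis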
T cell HTS – T cell immune modulation candidate; 2C CD8+ T cell-vesicle binding, flow cytometry; active compounds read low; calls only at 7 µM; 330,000 compounds, 0.068% hits; AID 2052;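 active = response, share of CD8 T cells binding vesicles, and their 90th percentile fluorescence all below set limits, cut at about 80% in these data, passing the limit was not always enough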
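Benchmarks: naked versus QL9-loaded vesicles / Assay system: purified 2C TCR transgenic mouse naive CD8+ T cells / Technique: high-throughput flow cytometry with anti-B7-1 and anti-CD8 staining / Timing: Cell–vesicle co-incubation 1.5 h at 37 °C, staining 20 min on ice / Read-out: percent CD8+ FL2 mean versus row control / Probe or stimulus: QL9-loaded Drosophila micro-vesicles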
WT yeast gro inh – growth inhibition of WT yeast, mitochondrial fusion screen; mitochondrial fusion phenotypic screen, WT strain; inhibition, % at 10 µM; 190,000 compounds, 2.1% hits; in the data active = inhibition above about 58%; tested in S. cerevisiae
West Nile virus CPE – inhibition of WNV-induced cytopathic effect – cell-based, CPE readout (AID 1621); West Nile virus-infected cells, CPE inhibition; higher % means a stronger effect; CPE inhibition, % at 10 µM; hits with a dose series show IC50 in µM; 290,000 compounds, 0.02% hits; in the data active = a potency from the dose series; also: strong numbers were not always called active
b-catenin transl – beta-catenin nuclear translocation modulation | 190,000 compounds, 0.3% hits | nuclear translocation activity, % at 5 µM | HeLa beta-catenin nuclear translocation, immunofluorescence imaging;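 active = nuclear translocation activity above 50% at 5 µM, with a well cell count of 50 or more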;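 also: per-cell ratio of nuclear to cytoplasmic median beta-catenin stain intensity; plate controls were DMSO negative control for no effect and GSK-3 inhibitor IX positive control for full effect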
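Test system: HeLa cells, endogenous beta-catenin; Compound: single 5 µM dose plus 0.02–20 µM confirmation series; Times: compound exposure 24 h at 37°C; Signal: fluorescence imaging of beta-catenin antibody stain plus DAPI; Read-out: % activation, nuclear-to-cytoplasmic median beta-catenin signal ratio per cell.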
Lipid droplet – modulators of hepatic lipid droplet formation; AML12 mouse hepatocytes, oleate lipid droplets, BODIPY imaging; inhibition, % at 6.5 µM; 240,000 compounds, 0.4% hits; AID 1656;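 active = lipid droplet intensity inhibited by at least 50%, with more than 500 cells counted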
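Technique: fluorescence imaging, 20x objective, two fields per well / Assay system: AML12 hepatocytes (mouse) / Measure: % inhibition of lipid droplet signal / Doses: 6.5 µM single-point dosing / Incubation: overnight exposure / Reagent: 100 µM oleic acid challenge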
Autophagy HCS – modulators of autophagy; MEF GFP-LC3 puncta imaging; test concentration mostly 10 µM; calls only at 10 µM (by protocol); AID 463193; 190,000 compounds, 0.98% hits;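 active = percentage of spot-positive cells more than 3 SD above its plate mean, without a fluorescence outlier flag or 80% toxicity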;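 also: spot-positive cell cutoff set from DMSO-treated cells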
MT stabilizer – stabilizes microtubules in HeLa cells. 200,000 compounds, 0.83% hits. AID 2205. % tubulin-high responders, % at 10 µM. HeLa tubulin immunostaining HCS, 24 h; share of cells brighter than vehicle mean+2SD;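 active = plate Z-score above 3 for both tubulin-high and condensed-nucleus cell shares, with cell loss under 80%, at 10 µM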;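 also: anti alpha tubulin signal scored within the nucleus-defined area of each cell; some results filed as inactive read as strong as hits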
WT yeast gro inh mutant strain – also measured in WT yeast gro inh; calls as there; inhibition, %; mitochondrial fusion phenotypic screen, mutant strain inhibition
Insulin prom up cell count – recorded beside Insulin prom up, whose call it bears; cell count; measured here: cytotoxicity, nuclei count;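 total cells summed across four imaged fields per well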
Lipid droplet cells 6.5 µM – also measured in Lipid droplet; calls as there; cell count; measured here: cell count, cytotoxicity flag;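 cells counted across two imaged fields per well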
b-catenin transl cell count 5 µM – also measured in b-catenin transl; calls as there; cell count; measured here: cell count, cytotoxicity flag
T cell HTS vesicle-bound % – second read-out of T cell HTS, no call of its own (marks repeat the call); double positive events, %; measured here: CD8+ vesicle-bound cell fraction;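 binding gate set so that unloaded-vesicle control wells show 10% double positive cells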
MT stabilizer Hoechst-high % – further read-out of MT stabilizer, marked with its call; % Hoechst-high responders; measured here: nuclear condensation Hoechst responders;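 share of cells brighter than vehicle mean plus two SD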
MT stabilizer cytotoxicity % – recorded beside MT stabilizer, whose call it bears; toxicity, %; measured here: cytotoxicity by cell density;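 0% = mean cell density of plate MIN control wells and 100% = no cells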
Autophagy HCS cell loss 18 h – also measured in Autophagy HCS; calls as there; toxicity, %; measured here: cell loss, nuclei count;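 cell loss after 18 h compound exposure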
Myeloid diff 2 GFP+ MAC1+ % – further read-out of Myeloid diff 2, marked with its call; GFP+ MAC1+ double positive, %; measured here: differentiation confirmed by MAC1 staining
Active calls of the source: *; i = inactive; x = not tested or not shown. A portion of the library; rates above refer to the full screens.

Below each SMILES – Insulin prom up | Insulin prom up cell count | Myeloid diff 2 | Myeloid diff 2 GFP+ MAC1+ % | T cell HTS | T cell HTS vesicle-bound % | WT yeast gro inh | WT yeast gro inh mutant strain | West Nile virus CPE | b-catenin transl | b-catenin transl cell count 5 µM | Lipid droplet | Lipid droplet cells 6.5 µM | Autophagy HCS | Autophagy HCS cell loss 18 h | MT stabilizer | MT stabilizer Hoechst-high % | MT stabilizer cytotoxicity %
- COc1ccc(CC(=O)Nc2ccc(C#N)c(Cl)c2)cc1S(=O)(=O)N1CCOCC1
→ x | x | i | 0.4 | i | 59.0 | x | x | 0.5% | x | x | -8.1 | 684 | x | x | x | x | x
- CCCCP(=O)(O)c1ccccc1
→ -0.49 | 1155 | i | 0.7 | i | 9.6 | 5.4 | 4.9 | 0.3% | -4.4 | 1008 | x | x | i | 1.6 | 1.4 | 1.3 | 7.0
- COc1c(C)cc(C(=O)C2CCCN(C3CCOCC3)C2)cc1C (configuration not stated)
→ 0.6 | 1537 | i | 0.5 | i | 27.7 | -7.2 | 26.4 | -0.3% | 0.4 | 1011 | 5.2 | 694 | i | -34.0 | 2.4 | 1.5 | 3.9
- Cc1cc(C)nc(N2Cc3ccccc3C2=N)n1
→ x | x | i | 0.5 | i | 27.0 | -1.8 | 8.0 | -0.4% | -1.8 | 1009 | -39.2 | 677 | i | 8.0 | 3.6 | 1.4 | 0.7
- CC(C)C/C(=N/O)c1c[nH]c2ccccc12
→ x | x | i | 1.0 | i | 60.9 | 1.5 | -1.7 | 0.0% | x | x | 0.3 | 762 | i | 3.8 | 1.4 | 1.3 | 10.7
- CC(Cc1ccccc1)N1C(=O)c2ccccc2C1=O (configuration not stated)
→ x | x | i | 0.2 | i | 59.3 | x | x | 0.1% | x | x | 6.8 | 838 | x | x | x | x | x
- COc1ccc(-n2c(O)c(C=Nc3c(C)n(C)n(-c4ccccc4)c3=O)c(=O)[nH]c2=O)cc1
→ 0.24 | 1386 | i | 1.5 | i | 18.2 | -4.6 | -3.6 | 0.2% | -1.3 | 940 | x | x | i | -30.3 | 2.6 | 2.8 | 6.2
- O=C1NC(=O)C2(C(=O)N1)C(c1ccc(F)cc1)NC(=S)NC2c1ccc(F)cc1 (configuration not stated)
→ -1 | 761 | i | 0.7 | i | 34.8 | 15.5 | 22.6 | 0.1% | x | x | 0.8 | 724 | i | -8.8 | 3.1 | 0.5 | 3.5
- C=CCn1c(=O)c(C=Nc2cccnc2Cl)c(O)n(CCCC)c1=O
→ 0.01 | 1383 | i | 0.4 | i | 39.0 | -1.0 | -10.8 | -0.7% | 1.2 | 521 | 8.9 | 553 | i | 3.3 | 3.2 | 2.4 | 3.7
- O=C(c1cc(F)ccc1F)C1CCCN(Cc2cccc(Cl)c2)C1 (configuration not stated)
→ -0.79 | 1287 | i | 0.5 | i | 24.8 | 9.2 | 18.8 | -0.3% | -0.4 | 1127 | -21.0 | 737 | i | -27.8 | 5.2 | 1.5 | 4.5
- CC(C)CNC(=O)c1c(N)n(Cc2ccc3c(c2)OCO3)c2nc3ccccc3nc12
→ -1.21 | 738 | i | 0.5 | i | 21.1 | 17.3 | -12.2 | 1.0% | -1.4 | 1174 | 14.2 | 773 | i | -6.5 | 0.9 | 1.1 | 14.0
- COc1ccc(C2SCC(=O)Nc3c2c(C)nn3C2CCOC(C)(C)C2)cc1 (configuration not stated)
→ -0.04 | 1656 | i | 0.7 | i | 44.1 | -28.1 | 1.9 | -0.5% | 2.2 | 1233 | x | x | i | -26.0 | 2.6 | 1.2 | 7.7
- CC(C)(C)c1ccc(OC(=O)N2CCCCC2)cc1
→ 1.86 | 1593 | i | 0.2 | i | 53.6 | -3.1 | 1.2 | -0.3% | -1.4 | 884 | -1.5 | 674 | i | 11.9 | 2.3 | 2.0 | 6.9
- CN1CCc2c(c(N3CCCCC3)nc3n[nH]c(N)c23)C1
→ 0.38 | 1251 | i | 1.0 | i | 37.9 | -0.6 | -7.4 | -0.6% | -0.9 | 1136 | -13.4 | 709 | i | -5.2 | 2.4 | 1.6 | 3.7
- C[C@]12CCC3[C@@H](CCC4=CC(=O)CC[C@@]43C=O)C1CCC2=O (some centres not stated)
→ x | x | i | 1.0 | i | 34.2 | x | x | -0.3% | x | x | -2.6 | 875 | x | x | x | x | x
- COc1cccc(CN2CCNCC2)c1OC
→ x | x | i | 0.4 | i | 58.3 | x | x | 1.1% | x | x | -0.8 | 836 | x | x | x | x | x
- COc1ccc(CCNCc2ccc(F)cc2)cc1OC
→ -0.41 | 900 | i | 0.8 | i | 49.4 | 13.4 | 7.1 | -0.1% | -3.1 | 1254 | -2.7 | 733 | i | 3.6 | 1.7 | 1.5 | 8.1
- COc1ccccc1-n1c(Cc2ccccc2)nc2ccccc2c1=O
→ -0.02 | 1364 | i | 0.5 | i | 19.4 | -23.8 | -10.4 | -0.4% | -4.5 | 1026 | -0.5 | 729 | i | -20.0 | 3.0 | 2.4 | 12.4

Retrieved one by one from above, 4 records:
Below each SMILES – Insulin prom up | Insulin prom up cell count | Myeloid diff 2 | Myeloid diff 2 GFP+ MAC1+ % | T cell HTS | T cell HTS vesicle-bound % | WT yeast gro inh | WT yeast gro inh mutant strain | West Nile virus CPE | b-catenin transl | b-catenin transl cell count 5 µM | Lipid droplet | Lipid droplet cells 6.5 µM | Autophagy HCS | Autophagy HCS cell loss 18 h | MT stabilizer | MT stabilizer Hoechst-high % | MT stabilizer cytotoxicity %
- COc1cccc(CN2CCNCC2)c1OC
→ x | x | i | 0.4 | i | 58.3 | x | x | 1.1% | x | x | -0.8 | 836 | x | x | x | x | x
- COc1ccccc1-n1c(Cc2ccccc2)nc2ccccc2c1=O
→ -0.02 | 1364 | i | 0.5 | i | 19.4 | -23.8 | -10.4 | -0.4% | -4.5 | 1026 | -0.5 | 729 | i | -20.0 | 3.0 | 2.4 | 12.4
- C=CCn1c(=O)c(C=Nc2cccnc2Cl)c(O)n(CCCC)c1=O
→ 0.01 | 1383 | i | 0.4 | i | 39.0 | -1.0 | -10.8 | -0.7% | 1.2 | 521 | 8.9 | 553 | i | 3.3 | 3.2 | 2.4 | 3.7
- COc1ccc(CCNCc2ccc(F)cc2)cc1OC
→ -0.41 | 900 | i | 0.8 | i | 49.4 | 13.4 | 7.1 | -0.1% | -3.1 | 1254 | -2.7 | 733 | i | 3.6 | 1.7 | 1.5 | 8.1

Structures above with an NH in an aromatic ring (three):
Below each SMILES – Insulin prom up | Insulin prom up cell count | Myeloid diff 2 | Myeloid diff 2 GFP+ MAC1+ % | T cell HTS | T cell HTS vesicle-bound % | WT yeast gro inh | WT yeast gro inh mutant strain | West Nile virus CPE | b-catenin transl | b-catenin transl cell count 5 µM | Lipid droplet | Lipid droplet cells 6.5 µM | Autophagy HCS | Autophagy HCS cell loss 18 h | MT stabilizer | MT stabilizer Hoechst-high % | MT stabilizer cytotoxicity %
- CC(C)C/C(=N/O)c1c[nH]c2ccccc12
→ x | x | i | 1.0 | i | 60.9 | 1.5 | -1.7 | 0.0% | x | x | 0.3 | 762 | i | 3.8 | 1.4 | 1.3 | 10.7
- COc1ccc(-n2c(O)c(C=Nc3c(C)n(C)n(-c4ccccc4)c3=O)c(=O)[nH]c2=O)cc1
→ 0.24 | 1386 | i | 1.5 | i | 18.2 | -4.6 | -3.6 | 0.2% | -1.3 | 940 | x | x | i | -30.3 | 2.6 | 2.8 | 6.2
- CN1CCc2c(c(N3CCCCC3)nc3n[nH]c(N)c23)C1
→ 0.38 | 1251 | i | 1.0 | i | 37.9 | -0.6 | -7.4 | -0.6% | -0.9 | 1136 | -13.4 | 709 | i | -5.2 | 2.4 | 1.6 | 3.7
